DENV2 CPE – inhibitors of DENV2 cytopathic effect | AID 651640 | hit rate 1.7% among 350,000 | CPE inhibition, % at 9.99 µM | DENV2-infected cells, cytopathic effect rescue, plate reader; in the data active = CPE inhibition above about 20%, passing the limit was not always enough; inconclusive = no clear call, values can overlap the other calls; tested in BHK-21 cells;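 note: 0% = median of neutral control wells and 100% = median of positive control wells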
GSIS activator – GLuc luminescence reporter in INS-1E cells, primary screen for activators of glucose-dependent secretion of insulin; INS-1E GLuc reporter insulin secretion, 2-3 h; activation, % at 16.6 µM; hit rate 0.61% among 370,000; AID 743287;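 active = lowest replicate activation of at least 40%, so every replicate reaches that level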;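 note: 0% = median of neutral control wells and 100% = median of IBMX positive control wells; some compounds called inactive have numbers as strong as hits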
XiGFP reactiv – reactivates the inactive X chromosome in mouse fibroblasts; XiGFP mouse fibroblasts, % GFP-positive cells imaging, 3 d; cells co-treated with 5-aza-dC sensitizer; scaled so ellipticine positive control = 100%; activation, % at 7.58 µM; hit rate 0.055% among 360,000; AID 743238;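 active = mean normalized replicate activation at least 10% and every replicate at or above 10%; inconclusive = only one of the two criteria met; inactive = mean below 10% and not all replicates reach 10%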;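 note: 0% = median of on-plate neutral control wells and 100% = ellipticine 6 µM median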
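Assay system – SV40-immortalized XiGFP fibroblast cells, line 68-5-11 · Buffer or medium – DMEM supplemented with 5-aza-dC as sensitizing agent · Dosing – one concentration, pinned · Benchmarks – positive control ellipticine, 6 µM final · Times – 3 days compound exposure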
CASP6 VEID inh – inhibitors of human caspase-6. purified caspase-6, Z-VEID-R110 cleavage fluorescence. AID 686996. hit rate 0.53% among 350,000. inhibition, % at 12.5 µM;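 active = mean inhibition across replicates at least about 35%, with every replicate also reaching that limit, limit read from the data; inconclusive = only one of the two criteria met; inactive = neither criterion met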;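 note: 0% = median of neutral control wells and 100% = no fluorescence left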
Target sequence (P55212 24-179 limits assumed): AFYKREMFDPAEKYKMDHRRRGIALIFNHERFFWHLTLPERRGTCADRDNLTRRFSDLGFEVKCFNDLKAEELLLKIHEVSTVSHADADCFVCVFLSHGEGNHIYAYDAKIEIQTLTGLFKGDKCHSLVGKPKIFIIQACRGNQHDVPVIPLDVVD
Target sequence (P55212 194-293 limits assumed): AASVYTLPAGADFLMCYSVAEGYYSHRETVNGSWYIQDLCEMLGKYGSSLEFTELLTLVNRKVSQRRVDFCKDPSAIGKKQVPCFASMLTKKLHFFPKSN
RAD52 anneal inh – RAD52 (human) annealing inhibition; P43351; recombinant RAD52 DNA annealing, FRET fluorescence; inhibition, % at 18.7 µM; hit rate 0.46% among 360,000; AID 651710;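 active = every replicate showing at least 50% inhibition; inconclusive = mean inhibition at least 50% but not in every replicate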
E-sel inducer – E-selectin induction on HUVECs; HUVEC E-selectin immunofluorescence imaging; normalized: neutral wells 0, TNF-alpha wells 100; AID 686992; hit rate 0.37% among 260,000; activation, % at 7.58 µM; P16581;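 active = mean E-selectin-positive cell signal at least 10% of the positive control, reached in at least 60% of replicates, without over 20% cell loss; inconclusive = no rule given, readout overlaps actives, possibly toxicity-flagged; inactive = the rest, including those meeting only one limit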;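 note: in these data hits start at about 27%; measured in HUVEC primary endothelial cells; signal is the percent of cells scored E-selectin positive by PE staining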
Target sequence (P16581 whole entry, looked up): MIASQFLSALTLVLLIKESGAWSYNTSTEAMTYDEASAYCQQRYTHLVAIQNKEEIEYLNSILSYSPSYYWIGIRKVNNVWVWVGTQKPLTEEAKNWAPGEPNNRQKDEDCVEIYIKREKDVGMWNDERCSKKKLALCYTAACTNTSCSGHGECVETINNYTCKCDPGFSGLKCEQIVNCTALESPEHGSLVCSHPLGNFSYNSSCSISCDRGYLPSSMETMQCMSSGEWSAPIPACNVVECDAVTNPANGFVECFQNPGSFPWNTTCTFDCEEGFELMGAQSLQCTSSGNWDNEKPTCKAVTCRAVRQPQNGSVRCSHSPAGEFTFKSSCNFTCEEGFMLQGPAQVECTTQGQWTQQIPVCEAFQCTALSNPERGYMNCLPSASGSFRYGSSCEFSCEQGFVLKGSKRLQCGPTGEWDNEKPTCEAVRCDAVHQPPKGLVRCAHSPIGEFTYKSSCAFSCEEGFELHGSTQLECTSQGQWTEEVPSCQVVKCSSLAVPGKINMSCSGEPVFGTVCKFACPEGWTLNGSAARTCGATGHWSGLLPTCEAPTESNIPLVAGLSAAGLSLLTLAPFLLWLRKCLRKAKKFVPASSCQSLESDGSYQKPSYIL
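Test system: HUVEC | Signal: Immunofluorescence imaging | Read-out: Percent E-selectin-positive cells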
RAD54 inh – RAD54 (human) branch migration inhibition; Q92698; RAD54 Holliday junction branch migration, FAM/BHQ fluorescence; inhibition, % at 10.4 µM; hit rate 0.14% among 360,000; AID 602329;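 active = mean normalized replicate activity at least 40 and at least half of replicates scoring 40 or more; inconclusive = only one of the two criteria met; inactive = mean below 40 and under half of replicates reaching 40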;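 note: 0% = median of neutral control wells and 100% = median of positive control wells; inhibitors cause a drop in the FAM fluorescence signal; in these data hits start at about 50%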
CFTR F508del cor – CFTR F508del correction in bronchial cells. CFBE cells, YFP halide quenching; stimulated with forskolin plus potentiator P3; % fluorescence drop versus neutral controls. activity (quench increase), % at 7.58 µM. hit rate 0.36% among 350,000. AID 720511;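 active = mean added fluorescence quench of at least 8% versus neutral control, with both replicates also reaching 8%; inconclusive = only one of the mean or replicate conditions met; inactive = mean below 8% and not both replicates reaching 8%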;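 note: cells transiently co-express mutant CFTR-F508del with the halide-sensitive YFP; corrector assay measuring rescue of mutant channel to the surface after 24 h compound exposure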
* = called active by the depositor; ? = inconclusive; . = no result given.

The first 4 records, ahead of the listing:
SMILES	DENV2 CPE	GSIS activator	XiGFP reactiv	CASP6 VEID inh	RAD52 anneal inh	E-sel inducer	RAD54 inh	CFTR F508del cor
COc1ccc(-c2ccc([C@@H]3[C@@H](C#N)N(C(=O)NC4CCCC4)[C@H]3CO)cc2)cc1	-5	10	-0.1	1	5	-0.1	6	0.5
CCCNC(=O)N(C)C[C@@H]1Oc2ncc(-c3cccc(C#N)c3)cc2C(=O)N([C@@H](C)CO)C[C@@H]1C	12	21	0.2	.	10	0.0	-2	1.0
COc1ccc(C2CC(c3cccc(C)c3)n3ncnc3N2)cc1 (stereo not drawn)	1	-2	0.3	-1	-23	0.0	3	4.7
CC1(C(=O)NS(=O)(=O)c2ccc(C#N)cc2)CCN1C(=O)Cc1ccsc1 (stereo not drawn)	?	1	-0.1	-2	-9	0.0	3	1.7

The whole of this part, repeating the preview:
SMILES	DENV2 CPE	GSIS activator	XiGFP reactiv	CASP6 VEID inh	RAD52 anneal inh	E-sel inducer	RAD54 inh	CFTR F508del cor
COc1ccc(-c2ccc([C@@H]3[C@@H](C#N)N(C(=O)NC4CCCC4)[C@H]3CO)cc2)cc1	-5	10	-0.1	1	5	-0.1	6	0.5
CCCNC(=O)N(C)C[C@@H]1Oc2ncc(-c3cccc(C#N)c3)cc2C(=O)N([C@@H](C)CO)C[C@@H]1C	12	21	0.2	.	10	0.0	-2	1.0
COc1ccc(C2CC(c3cccc(C)c3)n3ncnc3N2)cc1 (stereo not drawn)	1	-2	0.3	-1	-23	0.0	3	4.7
CC1(C(=O)NS(=O)(=O)c2ccc(C#N)cc2)CCN1C(=O)Cc1ccsc1 (stereo not drawn)	?	1	-0.1	-2	-9	0.0	3	1.7
COc1ccc(-n2cnc3cc(NS(=O)(=O)c4ccccc4)ccc32)cc1	-8	9	.	8	-19	.	-1	-3.6
O=C(c1cc(=O)[nH]c2ccccc12)N1CCN(Cc2ccc3c(c2)OCO3)CC1	9	3	0.3	0	-6	.	-9	-0.8
Cc1ccc(S(=O)(=O)NC(=O)Nc2ccc(OC(F)F)cc2)cc1	12	-5	0.9	0	-4	0.1	-7	0.5
Cc1ccccc1CN(C)CCc1ccccn1	20	13	-0.6	-1	8	-0.6	.	0.2
CC1CCN(S(=O)(=O)N2CCC(C(=O)NC3CCCC3)CC2)CC1	-4	-1	0.3	.	-18	1.5	.	-2.6
CCc1nc2ccc(C(=O)NCc3ccc4c(c3)OCO4)cn2c1N(C)Cc1cccs1	0	-37	-0.2	0	-48	0.3	-6	-1.9
CCCC(O)C#Cc1cnc2c(c1)C(=O)N([C@H](C)CO)C[C@H](C)[C@H](CN(C)C(=O)Nc1c(C)noc1C)O2 (stereo partly drawn)	0	7	0.6	-1	-2	0.1	-7	1.4
COc1cccc(CNC(=O)Cc2ccc(S(=O)(=O)N3CCOCC3)s2)c1	0	16	0.2	4	-19	.	-4	3.0
C/C(CCc1ccc2c(c1)OCO2)=N\NC(=O)c1ccccc1	-3	-10	0.1	0	-1	0.1	.	-2.4
Cc1cccc(NS(=O)(=O)c2cccc(C(=O)NCC(c3ccco3)N3CCCCC3)c2)c1 (stereo not drawn)	-2	-34	-0.1	3	-13	1.0	7	-0.3
COc1ccc(N2CCN(CC(=O)Nc3ccccc3C(=O)NC(C)c3ccccc3)CC2)cc1 (stereo not drawn)	-6	.	0.3	1	-8	-0.1	3	1.6
Cc1c(C(=O)Nc2ccncc2)oc2c1C(=O)CC(C)(C)C2	0	15	.	-2	-7	.	3	-0.7
CON(C)C(=O)CCN(Cc1ccccc1)C(=O)OC(C)(C)C	-1	-7	0.0	-1	-17	-0.1	11	1.0
CN(C)CC(CCCCC(CN(C)C)C(=O)c1ccccc1)C(=O)c1ccccc1 (stereo not drawn)	4	11	0.9	-17	22	.	.	-7.0
COc1ccc(CNC(=O)C[C@@H]2C=C[C@@H](NS(=O)(=O)c3cccc(OC)c3)[C@H](CO)O2)cc1	-2	7	-0.4	1	-10	-0.4	0	2.1
CCC1CCCCN1C(=S)NC(=O)c1ccc(F)c(S(=O)(=O)N2CCOCC2)c1 (stereo not drawn)	2	.	0.1	2	-5	2.2	.	1.7
Cc1ccccc1Cn1cnc2c(oc3ccccc32)c1=O	-7	19	-0.1	.	-20	.	3	1.3
Cc1ccc(S(=O)(=O)NC2=NCN(Cc3cccnc3)CN2)cc1	.	-2	.	0	3	.	1	.
CC(=O)Nc1ccc(NC(=O)Cc2ccc(-c3ccccc3)cc2)cc1	-1	-1	0.0	-1	-3	.	-2	-3.1
CCC(=O)Nc1ccc2c(c1)C(=O)N(C)C[C@H](OC)[C@H](C)CN(Cc1ccccc1F)[C@@H](C)CO2	-15	-1	0.4	-4	-17	-0.4	-2	-0.4
Cc1noc(C)c1C(=O)Nc1nc2ccc(Cl)cc2s1	5	.	-0.1	4	-14	0.0	0	-2.6
CCOc1ccc(NC(=O)COc2ccc(C(=O)NC3CCCc4ccccc43)cc2OC)cc1 (stereo not drawn)	14	6	0.0	-2	-14	1.4	.	-2.8
Cc1nc2ccccn2c(=O)c1NC(=O)c1ccco1	-1	.	0.2	1	-40	.	7	0.3
O=C(C[C@@H]1C=C[C@H](NS(=O)(=O)c2ccc(F)cc2)[C@@H](CO)O1)NCCc1ccncc1	?	-8	-0.1	1	-7	0.0	13	2.9
O=C(COC(=O)c1ccccc1Nc1ccccc1F)c1ccccc1	13	.	0.0	-6	-4	4.4	.	-3.8
CCOc1ccc(S(=O)(=O)N2CCN(S(=O)(=O)c3ccc(C)c(C)c3)CC2)cc1	3	-4	0.2	-2	-7	0.0	-3	-0.8
Cc1cc(C)n2nc(SCC(=O)NC3CCCC(C)C3C)nc2n1 (stereo not drawn)	-4	10	0.0	10	-2	.	-5	-1.3
O=C(NCC[C@H]1CC[C@@H](NS(=O)(=O)c2ccc(F)cc2)[C@H](CO)O1)Nc1ccc(Cl)cc1	-5	-18	0.2	-2	-17	0.1	-5	-1.4
COc1ccc(C(=O)C2CCCN(Cc3cnc(N4CCCC4)s3)C2)cc1OC (stereo not drawn)	-3	4	0.0	0	-15	-0.1	.	-2.9
COCC#Cc1ccc([C@@H]2[C@@H](CO)N3C(=O)CN(C(=O)C4CCCCC4)C[C@H]23)cc1	14	1	0.1	0	1	0.5	.	-0.7
Cc1cc(C(=O)NN=C(CCC(=O)O)c2cccs2)c(C)o1	-5	-3	0.1	2	-1	.	-4	0.7
CCC(=O)N(C)C[C@@H]1Oc2cc(/C=C/c3ccccc3)ccc2S(=O)(=O)N([C@@H](C)CO)C[C@H]1C	-6	-30	-0.8	7	3	1.6	1	-0.7
O=C(C[n+]1ccccc1)Nc1ccc(Oc2ccccc2)cc1	7	12	0.3	-1	2	0.0	.	-0.6
Cc1oc(-c2ccccc2)nc1CS(=O)CC(=O)NC1CCCCCC1 (stereo not drawn)	-4	-13	0.0	4	2	.	-13	-0.1
Cc1cc(N2CCN(C)CC2)nc2ccc(NC(=O)CCC(=O)N3CCN(c4ccc([N+](=O)[O-])cc4)CC3)cc12	2	24	0.0	.	20	0.3	22	-1.0
CC1(C)Cc2cccc(OCC(=O)N3CCN(c4ccc(F)cc4)CC3)c2O1	?	-22	-0.1	11	-15	1.4	9	1.4

An excerpt from above in order of molar mass, largest number first.
SMILES	DENV2 CPE	GSIS activator	XiGFP reactiv	CASP6 VEID inh	RAD52 anneal inh	E-sel inducer	RAD54 inh	CFTR F508del cor
Cc1cc(N2CCN(C)CC2)nc2ccc(NC(=O)CCC(=O)N3CCN(c4ccc([N+](=O)[O-])cc4)CC3)cc12	2	24	0.0	.	20	0.3	22	-1.0
CCOc1ccc(S(=O)(=O)N2CCN(S(=O)(=O)c3ccc(C)c(C)c3)CC2)cc1	3	-4	0.2	-2	-7	0.0	-3	-0.8
Cc1cc(C(=O)NN=C(CCC(=O)O)c2cccs2)c(C)o1	-5	-3	0.1	2	-1	.	-4	0.7

The results go on:
SMILES	DENV2 CPE	GSIS activator	XiGFP reactiv	CASP6 VEID inh	RAD52 anneal inh	E-sel inducer	RAD54 inh	CFTR F508del cor
CCN(CC(=O)Nc1ccc(C(=O)Nc2ccc(OC)cc2)cc1)Cc1nc2ccccc2c(=O)[nH]1	.	7	0.5	13	-11	0.0	.	-4.9
COC(=O)[C@@]1(Sc2ccc(C)cc2)CC(=O)N(C(=O)c2ccccc2)[C@@H]1c1ccccc1	7	-11	0.0	0	-15	1.4	.	-0.2
COc1ccc(CN(C)C[C@H]2Oc3ccc(NC(=O)Nc4ccc(C(F)(F)F)cc4)cc3C(=O)N([C@H](C)CO)C[C@H]2C)cc1	13	-11	0.0	2	-11	0.0	-3	1.1
Cc1nc(-c2ccc(F)cc2)c(CC(=O)N(C)CC(=O)Nc2cccc(F)c2)s1	8	-11	0.3	-165	-57	-0.1	-3	1.1
O=C(C[C@H]1C[C@H]2c3cc(NC(=O)c4cccnc4)ccc3O[C@H]2[C@H](CO)O1)NCc1ccncc1	0	1	-0.1	2	-2	-0.3	-10	0.0
CCCN(C)C[C@@H]1Oc2cc(C#Cc3ccccn3)ccc2S(=O)(=O)N([C@@H](C)CO)C[C@@H]1C	-1	-9	0.7	-6	-16	-0.6	3	1.8
CCc1ccc(C(=O)Nc2cc(S(=O)(=O)N3CCOCC3)ccc2N2CCOCC2)cc1	5	8	0.1	5	4	.	1	2.5
Cc1ccc(C)c(NC(=O)c2cc(S(=O)(=O)N3CCCCC3)c[nH]2)c1	15	-16	0.0	0	2	0.4	-17	2.2
CCCC(=O)N(Cc1cc(=O)[nH]c2ccccc12)c1ccc(C)cc1	4	6	0.1	-1	-16	0.3	-1	2.2
COc1ccc(C(=O)OCC(=O)Nc2cc(S(=O)(=O)N3CCOCC3)ccc2N2CCCC2)cc1	4	-17	-0.1	9	-7	-0.1	.	-1.0
COc1ccc(Cl)cc1S(=O)(=O)N1CCCC(C(=O)NCc2ccccn2)C1 (stereo not drawn)	2	5	0.4	1	6	-0.1	.	0.0
Cn1c(N)c(C(=O)CSc2nc3ccccc3c(=O)n2CCCN2CCOCC2)c(=O)n(C)c1=O	?	-5	0.1	0	-7	.	.	0.9
COCC(=O)N1C[C@H]2[C@@H](c3ccccc31)[C@H](CO)N2Cc1cc(F)ccc1F	-7	10	-0.1	2	-14	0.0	1	0.4
CC(Sc1nnnn1-c1ccccc1)C(=O)Nc1ccc(N2CCN(C)CC2)cc1 (stereo not drawn)	9	-4	0.0	-73	15	0.1	10	1.9
Cc1nc(-c2cccc(C(F)(F)F)c2)sc1C(=O)O	-4	12	0.0	2	-16	.	.	-1.9
COc1ccc(N(C(=O)c2ccc(Br)o2)C2C=CS(=O)(=O)C2)cc1 (stereo not drawn)	5	0	.	1	-3	.	-9	2.6
COc1ccccc1C(=O)NC(=S)/C=C1/N(C)c2ccccc2C1(C)C	-7	-30	0.0	1	-37	.	.	10.0*
Cc1ccc(-c2ccc([C@@H]3[C@H](CO)N4CCCCN(C)C[C@@H]34)cc2)cc1	-1	-5	0.4	-1	29	0.4	10	0.6
COc1ncc(-c2ccc3c(c2)S(=O)(=O)c2cccc(C(=O)O)c2C3=O)cn1	20	14	0.0	6	-16	-0.2	-4	1.5
COc1ccc(NC(=O)CSc2nnc3ccc(-c4cccnc4)nn23)c(OC)c1	2	70*	0.0	-9	-8	.	-9	-2.0

Screens deposited in PubChem by Broad Institute.
